PAX8 inh HTS = inhibitors of PAX8-driven TPO luciferase reporter, primary screen, RMG-I cells, single concentration; 1.2% of 360,000 active; AID 652154, 2013; SteadyGlo, 24 h; inhibition, % at 12.6 µM;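 active means mean replicate inhibition at least 60% with every replicate also reaching 60%; inconclusive means only one of the two criteria is met; inactive means mean below 60% and not all replicates reaching 60%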;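 further: luciferase light reporting Pax8 driven TPO promoter activity; plate controls were median of neutral control wells for no effect and mitoxantrone controls for full effect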
LGR2 inh = inhibitors of bursicon-induced LGR2 CRE-luciferase signal, primary screen, cell-based, HEK293, CRE-luciferase reporter, bursicon stimulation | bursicon-stimulated, 4 h | 0.35% of 380,000 active | Drosophila bursicon receptor LGR2 (rickets) | inhibition, % at 9.99 µM | AID 720647, 2013;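 active means drop in luminescence signal, shown as inhibition above about 50% in the replicate tests, limit read from the data, passing the limit was not always enough; inconclusive means probably only some replicates passing the limit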;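 further: agonist challenge used bursicon conditioned medium at about half maximal strength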
Casp6 inh = human caspase-6 inhibitors, primary screen, biochemical, VEID-R110 fluorescence, single point, set 2; P55212; purified caspase-6, Z-VEID-R110 cleavage fluorescence; inhibition, % at 12.5 µM; 0.53% of 350,000 active; AID 686996, 2013;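 active means mean inhibition across replicates at least about 35%, with every replicate also reaching that limit, limit read from the data; inconclusive means only one of the two criteria met; inactive means neither criterion met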;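 further: 0% = median of neutral control wells and 100% = no fluorescence left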
Target sequence (P55212 24-179 limits assumed): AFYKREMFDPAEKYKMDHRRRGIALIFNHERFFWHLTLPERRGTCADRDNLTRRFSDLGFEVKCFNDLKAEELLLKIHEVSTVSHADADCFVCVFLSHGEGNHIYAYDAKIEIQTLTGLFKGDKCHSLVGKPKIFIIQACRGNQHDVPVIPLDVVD
Target sequence (P55212 194-293 limits assumed): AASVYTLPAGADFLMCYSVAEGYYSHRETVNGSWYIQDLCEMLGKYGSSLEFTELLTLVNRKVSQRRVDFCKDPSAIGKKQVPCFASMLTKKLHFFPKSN
EWS-Fli block = EWS/Fli-driven NR0B1 reporter inhibitors, primary screen, A673 cells, NR0B1 luciferase, luminescence, MLPCN library; viability-normalised; inhibition, % at 12.6 µM; 0.67% of 350,000 active; AID 651661, 2012;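 active means mean inhibition of at least 50% after viability correction, with every replicate also passing that limit; inconclusive means mean reaches 50% but only one of two replicates passes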;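 further: firefly luciferase signal divided by Alamar Blue viability fluorescence both relative to DMSO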
ARNT TACC3 PPI = disruptors of ARNT/TACC3 protein interaction, primary screen, biochemical, AlphaScreen, single concentration; Transforming acidic coiled-coil-containing protein 3 (Homo sapiens), Q9Y6A5; AlphaScreen His-ARNT PAS-B/GST-TACC3 binding, luminescence; TACC3 fragment carries E629A point mutation; inhibition, % at 9.99 µM; 0.66% of 390,000 active; AID 623870, 2012;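 active means mean inhibition of replicates at least 50% and at least half of replicates each reaching 50%; inconclusive means half or more replicates reach 50% but mean below 50%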;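 further: 0% = complete ARNT plus TACC3 wells and 100% = ARNT alone without TACC3; many hits fall short of the cut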
DENV2 CPE = inhibitors of DENV2 cytopathic effect, primary screen, cell-based, plate reader, single concentration; 1.7% of 350,000 active; DENV2-infected cells, cytopathic effect rescue; CPE inhibition, % at 9.99 µM; in the data active means CPE inhibition above about 20%, passing the limit was not always enough; inconclusive means no clear call, values can overlap the other calls; tested in BHK-21 cells;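 further: 0% = median of neutral control wells and 100% = median of positive control wells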
SIRT5 inh = SIRT5 desuccinylase inhibitors, primary screen, biochemical, fluorescence imaging, single point, set 5. Purified SirT5, succinyl-peptide AMC, trypsin-coupled fluorescence. inhibition, % at 15 µM. 1.1% of 330,000 active. AID 652115, 2013; in the data active means inhibition above about 15%; inconclusive means no clear call, values can overlap the other calls
Target sequence (Q9NXA8 whole entry, looked up): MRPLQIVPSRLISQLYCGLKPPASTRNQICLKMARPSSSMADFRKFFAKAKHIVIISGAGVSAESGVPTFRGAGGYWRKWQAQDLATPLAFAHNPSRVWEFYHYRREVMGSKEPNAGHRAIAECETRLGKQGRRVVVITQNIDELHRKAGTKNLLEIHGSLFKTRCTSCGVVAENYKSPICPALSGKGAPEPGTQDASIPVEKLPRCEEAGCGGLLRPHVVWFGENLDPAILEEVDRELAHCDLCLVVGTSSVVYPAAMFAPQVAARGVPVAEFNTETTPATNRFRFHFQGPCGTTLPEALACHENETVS
The depositor's hits bear a star; ? = inconclusive; . = not tested or not shown; & = joins results of further samples.

Compound	PAX8 inh HTS	LGR2 inh	Casp6 inh	EWS-Fli block	ARNT TACC3 PPI	DENV2 CPE	SIRT5 inh
Cc1ccc(NC(=O)c2nc[nH]c2C(=O)N2CCN(c3ccccc3)CC2)cc1	0	.	-2	0	0	0	-2
COc1ccc(-c2ncn(CCc3ccccc3OC)c2C(C)C)cc1	20	38	4	28	.	-5	.
CN1c2ccc(C3=CCCCC3)cc2[C@@H]2[C@@H](CCN2C(=O)Nc2ccc(F)cc2)[C@@H]1CO	-11	0	.	-11	8	.	-1
CC(Oc1ccccc1)C(=O)Nc1ccc(S(=O)(=O)N2CCCC2)cc1 (stereo not given)	-1	-3	.	1	3	-3	0
Cc1ccc(C(=O)NC2CCN(S(=O)(=O)c3ccc(F)cc3)CC2)cc1	12	-6	1	6	0	-1	-1
COCCOc1ccc(C(F)(F)F)cc1NC(=O)COC(=O)c1cc([N+](=O)[O-])ccc1N1CCOCC1	8	-6	2	8	-1	-3	-1
Cc1ccccc1-c1ccc([C@H]2[C@@H](CO)N3CCCCN(CC4CC4)C[C@@H]23)cc1	-9	-15	1	-3	-3	3	0
CC1CC(C)CN(C(=O)CCC(=O)Nc2nnc(C3CCCCC3)s2)C1 (stereo not given)	-2	8	-2	.	-4	-1	-1
CC(C)NC(=O)NCC[C@@H]1CC[C@H](NC(=O)c2ccc(F)cc2)[C@@H](CO)O1	-12	-4	3	-4	1	-5	2
CCC(C)(C)C1CCC2(CC1)NC(=O)N(CC(=O)Nc1cc(C(F)(F)F)ccc1N1CCOCC1)C2=O (stereo not given)	-8	0	1	9	-2	?	0
Cc1nc2ccccc2c(=O)n1NC(=O)c1ccc(Cl)c(Cl)c1	5	-10	-5	13	8	3	-4
C[C@@H]1CN([C@@H](C)CO)S(=O)(=O)c2ccc(Br)cc2O[C@H]1CN(C)S(=O)(=O)c1cccc(F)c1	.	20	1	14	-4	-4	2
CCOC(=O)c1ccc(NC(=O)c2cccc(S(=O)(=O)N3CCN(C(C)=O)CC3)c2)cc1	10	8	4	17	1	-6	7
CC1(C)C=Cc2cc3ccc(=O)oc3cc2O1	.	-43	4	-48	-2	-9	2
Cc1nc2cc(N)ccc2n1-c1ccccc1	-15	-27	-1	-4	-1	3	-2
COc1cccc(-c2cc(C(F)(F)F)nc(-n3ccc([N+](=O)[O-])n3)n2)c1	-19	-1	0	-6	0	8	-1
CCc1nc(Nc2ccc(NC(C)=O)cc2)c2oc3ccccc3c2n1	-1	6	3	-9	-1	-1	-1
COc1cc(OC)cc(C(=O)NC(C)CNc2ccc(Cl)cc2[N+](=O)[O-])c1 (stereo not given)	15	-24	.	-9	0	-4	1
C[C@H]1CN([C@@H](C)CO)C(=O)c2cccc(NC(=O)NC3CCCCC3)c2O[C@@H]1CN(C)C(=O)NC1CCCCC1	.	8	.	-12	-16	-5	-6
COc1ccc(C(=O)N[C@H](C(=O)N2CCN(c3ccccc3F)CC2)C(C)C)cc1	19	-1	-1	4	-8	3	-8
O=c1c(Cc2ccc(F)cc2)c(O)ccn1Cc1ccc(F)cc1	-10	17	-6	10	-3	.	-2
C[C@@H]1CN([C@@H](C)CO)S(=O)(=O)c2ccc(Br)cc2O[C@@H]1CN(C)Cc1cncnc1	.	9	2	-5	1	-6	-7
Cc1ccc(NC(=O)c2cc(C(C)(C)C)nn2Cc2ccccc2)cc1	-24	5	0	-58	-3	11	1
C[C@@H]1CCCCO[C@H](CN(C)C(=O)CCC(F)(F)F)[C@H](C)CN([C@H](C)CO)C(=O)c2cc(NS(=O)(=O)c3cccs3)ccc2O1	18	-3	.	0	-1	?	.
CC(=O)Nc1cccc(NC(=O)CSc2ccc(-c3ccccn3)nn2)c1	14	5	-1	-10	58*	.	0
CCOc1ncccc1C(=O)OCC(=O)N1CCC(C)CC1	-50	-14	-3	0	28	-5	-2
Cc1ccc(C2CC(c3cccc(C)c3)n3ncnc3N2)cc1 (stereo not given)	1	-4	0	-2	16	10	.
OC(CNC1CCCC1)COc1ccc(Cl)cc1 (stereo not given)	-6	8	-1	7	1	12	-4
CC(=O)Nc1ccc(NC(=O)C(C)OC(=O)C(C)SCC(=O)Nc2ccc(F)cc2)cc1 (stereo not given)	-3	-10	4	0	12	-5	0
CC12CN(C(=O)c3cccc([N+](=O)[O-])c3)C3(C#N)CC1CCC23C (stereo not given)	-5	3	2	14	-8	19	-1
C[C@@H]1CN([C@H](C)CO)S(=O)(=O)c2ccc(C#CC3CC3)cc2O[C@H]1CN(C)C(=O)Cc1ccncc1	.	29	1	7	0	-2	-4
O=C(N[C@@H]1CC[C@H](CCNC(=O)C2CCOCC2)O[C@H]1CO)c1ccncc1	1	22	-2	-3	4	-3	-3
O=C(NC1CCCC1)[C@@H]1[C@@H](CO)[C@@H]2Cn3c(ccc(C4=CCCCC4)c3=O)[C@H]1N2CC1CC1	.	-14	1	-1	8	-5	-15
Cc1cccc(N(C)S(=O)(=O)c2c(C)noc2C)c1	-10	-3	-4	-1	-2	10	-3
C[C@@H]1CN([C@@H](C)CO)S(=O)(=O)c2ccc(-c3cccnc3)cc2O[C@H]1CN(C)C(=O)CC1CC1	.	9	-1	-1	0	-8	-1
Cc1noc(C)c1S(=O)(=O)Nc1ccc2c(c1)C(=O)N([C@H](C)CO)C[C@@H](C)[C@H](CN(C)C)O2	-10	-10	-2	-3	3	4	-2
C[C@H]1CN([C@@H](C)CO)C(=O)Cc2cc(NC(=O)Nc3cccc4ccccc34)ccc2O[C@@H]1CN(C)Cc1ccc(Cl)c(Cl)c1	.	-5	-2	-11	10	-7	16*
CCOc1ccc(OCC)c(S(=O)(=O)NCc2ccccn2)c1	.	0	2	2	-2	-1	2
CCc1cc2c(SCc3ccc(C(=O)OC)o3)ncnc2s1	17	-17	-6	2	-1	8	1
C[C@@H]1CN([C@H](C)CO)C(=O)c2cc(-c3ccccc3F)cnc2O[C@@H]1CN(C)Cc1ccccc1F	-17	18	-5	2	-8	-10	6
Cn1c(N)c(C(=O)COC(=O)/C=C/c2ccccc2F)c(=O)n(C)c1=O	-3	-6	-2	-4	-2	-1	.
CC(C)NC(=O)N(C)C[C@@H]1Oc2ncc(C#Cc3ccc(F)cc3)cc2C(=O)N([C@@H](C)CO)C[C@H]1C	.	14	0	-6	-5	25*	1
CCc1ccc(CCC(=O)Nc2ccc(Br)cc2)o1	15	14	1	9	20	1	-2
COCc1cc(C)nc(OCC(=O)N/N=C/c2ccc(OC)c(O)c2)c1C#N	0	.	-2	15	.	11	-1
CC1(C)CC2CC(C)(CN2C(=O)COC(=O)c2cccnc2Cl)C1 (stereo not given)	-5	-6	13	-7	-16	-4	1
Cc1c(C(=O)N2CCc3ccccc32)cnn1C	5	39	.	.	-1	.	.
CC(=O)N1CC2(C1)[C@H](c1ccc(-c3cccc(F)c3)cc1)[C@H](CO)N2CC1CC1	.	-29	-2	-6	.	-8	.
N#Cc1c(/N=C/c2cccnc2)sc2c1CCCC2	-33	-10	3	-9	.	3	2
Cc1ccc(NNC(=O)Nc2ccc(Cl)cc2)nn1	15	.	5	-7	4	5	1
C[C@@H]1CN([C@H](C)CO)C(=O)CCCn2cc(nn2)CO[C@@H]1CN(C)C(=O)Nc1ccc(N2CCN(C)CC2)cc1	12	-4	2	4	3	-1	-1
CC(NC(=O)C(=O)NN=C1CCCCCC1)c1ccccc1 (stereo not given)	.	-2	2	.	.	.	9
CC(C)(C)C(=O)N1CCN(c2ccc3c(c2)C2CC3CCN2C(=O)OCc2ccccc2)CC1 (stereo not given)	-21	-21	-1	-21	.	-2	3
CN1C(=O)c2cc(NC(=O)c3ccc(F)cc3)ccc2OC[C@H]2O[C@H](CC(=O)N3CCOCC3)CC[C@H]21	-8	-1	0	-3	-6	2	4
C[C@H](CO)N1C[C@H](C)[C@H](CN(C)C(=O)c2ccccc2)OCCCC[C@H](C)Oc2ccc(NC(=O)Nc3ccccc3)cc2C1=O	14	-6	-1	-3	-3	2	-3
Cc1ccc(S(=O)(=O)N(C)C[C@H]2Oc3ccc(NC(=O)CCN4CCOCC4)cc3C(=O)N([C@H](C)CO)C[C@H]2C)cc1	0	-6	1	1	3	2	-4
Nc1ccc(C#Cc2ccc3c(=O)c4ccccc4oc3c2)cc1	-98	.	-2	-33	4	-10	.
COc1ccc(S(=O)(=O)Nc2ccccc2C(=O)N2CCOCC2)cc1Br	3	-6	1	.	-7	-7	-3
O=C(Nc1nc(-c2cc(F)ccc2F)cs1)C1=NN(c2ccccc2)C(=O)CC1	26	23	-1	4	4	3	0
O=C(C[C@H]1C[C@@H]2c3cc(NC(=O)Nc4ccccc4F)ccc3O[C@@H]2[C@H](CO)O1)NCc1cc(F)ccc1F	4	-19	-1	0	-9	-5	-1
COc1ccc([N+](=O)[O-])cc1NS(=O)(=O)c1cc(C(=O)O)ccc1OC	-8	-18	1	-23	-11	8	-4

Reprinted from the part before: two entries; new compounds follow.
Compound	PAX8 inh HTS	LGR2 inh	Casp6 inh	EWS-Fli block	ARNT TACC3 PPI	DENV2 CPE	SIRT5 inh
O=C(C[C@H]1C[C@@H]2c3cc(NC(=O)Nc4ccccc4F)ccc3O[C@@H]2[C@H](CO)O1)NCc1cc(F)ccc1F	4	-19	-1	0	-9	-5	-1
COc1ccc([N+](=O)[O-])cc1NS(=O)(=O)c1cc(C(=O)O)ccc1OC	-8	-18	1	-23	-11	8	-4
Cc1ccc(NC(=S)NC(=O)c2ccc(F)cc2)cc1S(=O)(=O)Nc1ccccc1Cl	36	25	-2	-1	-18	8	2
O=C(CCN1C(=O)[C@@H]2Cc3ccccc3CN2C1=O)NCc1ccccc1Cl	-6	-1	4	.	2	-2	10
CN(CC(=O)Nc1cccc(F)c1)CC(=O)Nc1ccccc1[N+](=O)[O-]	-5	-18	0	-1	5	1	-3
CCS(=O)(=O)N1CC(=O)N2[C@@H](CO)[C@H](c3ccc(C#CC4CC4)cc3)[C@@H]2C1	-46	-4	-2	-4	.	15	-1
CC(C)NC(=O)N(C)C[C@@H]1Oc2cc(C#Cc3cccc(F)c3)ccc2S(=O)(=O)N([C@@H](C)CO)C[C@@H]1C	.	2	0	33	-1	-23	8
CCN=C(NC#N)SCc1c(F)cccc1Cl	-9	5	-1	5	-2	-7	-4
CCO[C@H]1OC(C(=O)N2CCCCCCC2)=C[C@@H](c2ccc(C(F)(F)F)cc2)[C@@H]1CCCO	14&12	13	3&-2	17&-8	-5	3&-11	-1
CN(c1ccccc1)S(=O)(=O)c1ccc(NC(=O)c2cccs2)cc1	-2	-2	0	12	-1	-6	-5
c1ccc2c(c1)ccc1nnc(SCc3ccc4c(c3)OCCO4)n12	-67	-29	1	-49	5	-2	1
OC(c1ccccc1)c1ccncc1 (stereo not given)	2	15	1	-3	2	?	-4
Cc1ccc(N2C(=O)N(Cc3ccccc3C)c3ccccc3S2(=O)=O)cc1	-4	-2	.	.	-1	.	.
CCOc1ccc(NC(=O)CN2CCN(Cc3c(F)cccc3F)CC2)cc1	19	13	0	-1	-11	17	-1
COc1ccc(CCNC(=O)C2CCCN(S(=O)(=O)c3cc(C)ccc3OC)C2)cc1OC (stereo not given)	18	1	1	2	0	9	6
C[C@H](CO)N1C[C@H](C)[C@H](CN(C)C(=O)Cc2cccnc2)Oc2ncc(-c3cncnc3)cc2C1=O	.	15	-3	9	-6	-3	1
CCc1nnc(NC(=O)CCC2CCCCC2)s1	3	-25	-2	-45	3	-2	-1

Screens from PubChem BioAssay.
